Screens from PubChem BioAssay.
S1P3 ag: agonists of human S1P3 receptor; S1P3 NFAT-BLA reporter cells, agonism, FRET ratio; relative to 1 µM S1P, basal subtracted; activation, % at 4.5 µM; Q99500; 60,000 compounds, 0.1% hits;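 active means activation above the screen-wide mean plus 3 SD, cut at about 4.5% in these data, passing the limit was not always enough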; further: some compounds called inactive have numbers as strong as hits
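Benchmarks: high control 1 µM S1P / System: stable CHO line with human S1P3, Gα16, NFAT-BLA reporter / Dosing: single compound concentration, 4.5 µM final / Timing: 4 h compound at 37 °C, 2 h substrate at RT / Measured by: FRET β-lactamase substrate fluorescence, excitation 405 nm, 460/535 nm emission ratio, background-subtracted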
HEK293 NFkB inh: lowers PMA/ionomycin-induced NF-kB signal in HEK293 cells | 62,000 compounds, 0.21% hits | inhibition, % at 3 µM | HEK-293 NF-kB luciferase reporter, luminescence | AID 465;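 active means inhibition above the mean of all tested compounds plus 3 SD, cut at about 40% in these data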;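 further: 0% = stimulated DMSO wells and 100% = 10 µM reference inhibitor 5653914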
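Material: HEK-293 cells with stable firefly luciferase reporter driven by four HIV NF-kB elements / Also added: PMA plus ionomycin mix as NF-kB-activating stimulus / Compound dosing: 3 µM once, 0.30% DMSO / Times: 1 h pretreatment, 16 h stimulation, 37 °C / Signal: luminescence / Evaluation: per-plate % inhibition versus controls / Benchmarks: DMSO and 10 µM reference inhibitor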
M1 ag: agonists of M1 muscarinic receptor; CHO-M1 cells, Fluo-4 calcium fluorescence, agonist mode; active compounds read high; B-score at 10 µM; 64,000 compounds, 3% hits; AID 626;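 active means fluorescence rise, raw or as B-score row- and column-corrected plate score, outside the 99.7% band of its plate's samples, either direction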
HTR1E antagonist: 5-HT1E (human) receptor antagonism; P28566; inhibition, % at 6 µM; 65,000 compounds, 0.99% hits; CHO 5-HT1E Ga15 NFAT-bla reporter, FRET, antagonist;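 active means inhibition above a set limit, the mean inhibition across every tested compound plus 3 SD, cut at about 29% in these data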;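 further: signal is the 460 over 535 nm emission ratio of beta-lactamase substrate; 0% = agonist plus DMSO wells and 100% = wells without agonist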
S1P1 ag-PAM: agonists and agonism potentiators of human S1P1 receptor; S1P1 CRE-bla cells, forskolin, beta-lactamase FRET, potentiator mode; S1P1 agonist co-added at EC20, 2 nM; 100% = saturating reference agonist, 0% = basal; 56,000 compounds, 0.57% hits; P21453; activation, % at 9.5 µM;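 active means activation above a cutoff set at the mean activation of all tested compounds plus 3 SD, cut at about 54% in these data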;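 further: forskolin at 4 µM as EC80 and the EC20 agonist is SEW2871; 100% = SEW2871 at its EC100 plus forskolin at EC80; some compounds past the cut are filed as inactive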
Target sequence (P21453 whole entry, looked up): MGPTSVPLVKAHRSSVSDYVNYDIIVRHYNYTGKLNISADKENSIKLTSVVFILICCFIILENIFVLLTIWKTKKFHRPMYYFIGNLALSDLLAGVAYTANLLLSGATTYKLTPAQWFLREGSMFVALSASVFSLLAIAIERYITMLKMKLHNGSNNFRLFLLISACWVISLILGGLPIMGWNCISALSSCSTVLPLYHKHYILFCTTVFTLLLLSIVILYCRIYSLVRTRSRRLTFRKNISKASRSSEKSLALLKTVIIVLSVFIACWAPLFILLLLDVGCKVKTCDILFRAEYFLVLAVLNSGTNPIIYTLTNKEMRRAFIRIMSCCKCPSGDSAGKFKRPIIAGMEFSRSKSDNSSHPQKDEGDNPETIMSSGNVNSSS
Jurkat viability: reduces viability or proliferation of Jurkat cells | Jurkat E6.1 viability, ATP luminescence, 48 h | AID 463 | 56,000 compounds, 1.2% hits | inhibition, % at 4 µM;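 active means inhibition above the mean inhibition of all tested compounds plus 3 SD, cut at about 28% in these data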
5HT1E ag: 5-HT1E (human) receptor agonism | 65,000 compounds, 0.69% hits | CHO 5-HT1E Ga15 NFAT-bla reporter, FRET; 0% DMSO wells, 100% control agonist wells | AID 574 | P28566 | activation, % at 6 µM;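 active means activation above a set limit, the screen-wide mean activation plus 3 SD, cut at about 8.5% in these data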;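 further: 100% = positive control agonist at 1 µM giving full maximal response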
Her2 expr inh: Her2 kinase expression inhibition | P04626 | SKBR-3 HER2 protein level, AlphaScreen, 18-24 h; active compounds read low | 65,000 compounds, 0.69% hits | HER2 level % of control, % at 10 µM;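 active means HER2 level under 5% of the carrier-only control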;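 further: 100% = DMSO carrier and 0% = 500 nM PU-H71 HSP90 inhibitor; lower value means stronger loss of Her2 protein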
M1 antagonist: antagonists of rat M1 muscarinic receptor. 64,000 compounds, 3.4% hits. P08482. B-score at 10 µM. CHO-M1 cells, Fluo-4 calcium, ACh EC80 antagonist mode; active compounds read low;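 active means calcium fluorescence response, raw or row-and-column corrected B-score, differing from the plate sample mean either way at a set confidence level, mostly lower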
Target sequence (P08482 whole entry, looked up): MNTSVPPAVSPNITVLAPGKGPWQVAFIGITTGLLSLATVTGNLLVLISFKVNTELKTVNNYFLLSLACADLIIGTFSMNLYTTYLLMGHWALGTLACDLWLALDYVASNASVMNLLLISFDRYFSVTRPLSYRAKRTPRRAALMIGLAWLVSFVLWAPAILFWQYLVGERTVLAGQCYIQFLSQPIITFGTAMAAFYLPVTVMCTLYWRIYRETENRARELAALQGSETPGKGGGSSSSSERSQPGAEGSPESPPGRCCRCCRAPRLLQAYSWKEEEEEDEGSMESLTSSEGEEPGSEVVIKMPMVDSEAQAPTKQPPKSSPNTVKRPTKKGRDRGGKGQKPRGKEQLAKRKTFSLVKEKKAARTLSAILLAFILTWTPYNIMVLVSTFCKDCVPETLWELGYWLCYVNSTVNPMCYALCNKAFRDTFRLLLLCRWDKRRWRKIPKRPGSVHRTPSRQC
* = called active by the depositor; . = no result given. Random draw from the library (roughly 9.2% active in at least one column).

SMILES | S1P3 ag | HEK293 NFkB inh | M1 ag | HTR1E antagonist | S1P1 ag-PAM | Jurkat viability | 5HT1E ag | Her2 expr inh | M1 antagonist
O=C1CCC(C(=O)OCC(=O)C23CC4CC(CC(C4)C2)C3)N1 (centres undefined) | -1.0 | 17 | 0.05 | -2 | 16 | 5 | -0.4 | 98 | -0.37
CC(C)Cc1cc(C(=O)NCCc2ccccc2)no1 | -0.5 | -36 | 0.61 | 3 | 21 | 6 | 1.2 | 96 | -1.2
Cc1ccc(C(=O)NCC2CCCO2)cc1N1CCCC1=O (centres undefined) | -0.3 | 16 | -0.054 | -8 | -9 | -1 | -0.1 | 92 | 0.0045
Cc1ccc2c(c1)NC(=O)C(CC(=O)NCCCN1CCc3ccccc3C1)O2 (centres undefined) | -1.3 | 0 | 1.2 | 0 | 0 | 1 | 0.5 | 97 | -1.4
O=c1oc2c(CN3CCOCC3)c(O)c(Cl)cc2c2c1CCCC2 | -0.2 | 13 | -0.12 | -15 | -20 | -12 | 2.2 | 110 | 0.61
CCN(CC)CCCC(C)NC1=NCCCCC1 (centres undefined) | 0.2 | 20 | -0.16 | 0 | -2 | 1 | 0.2 | 104 | 0.31
CCn1c(SCc2cc(=O)[nH]c3ccccc23)nc2c1c(=O)n(C)c(=O)n2C | -0.6 | 11 | 0.025 | 5 | -22 | 4 | -0.6 | 109 | 0.34
Clc1ccc(-n2cnnn2)cc1 | -0.8 | 13 | -0.11 | -4 | 8 | 1 | -0.5 | 79 | 0.17
CCOc1cc2oc(=O)c3c(c2cc1Cl)CCC3 | -1.0 | 10 | 0.7 | -2 | 1 | -6 | -0.9 | 134 | 0.046
COc1cccc(Oc2ccc(N)cn2)c1 | 0.0 | 32 | -0.23 | -9 | . | -8 | -0.4 | 119 | 0.97
COc1ccc(C(=O)CCC(=O)N2CCN(c3ccc(N4CCOCC4)nn3)CC2)cc1 | -0.8 | 8 | -0.45 | 14 | 6 | 8 | 0.6 | 119 | -0.58
Cc1ccc(OCc2nn3c(-c4n[nH]c5c4CCC5)nnc3s2)cc1 | -0.8 | 5 | -0.11 | 0 | -38 | 2 | 0.1 | 108 | -0.77
CCc1ccc2[nH]c(=O)c(CN(CCCN3CCOCC3)C(=O)Nc3ccccc3)cc2c1 | -2.4 | -4 | -0.69 | 2 | -25 | -4 | 0.1 | 81 | -0.087
CCOC(=O)c1c(C)[nH]c(/C(C)=N/O)c1C | -2.6 | . | 0.51 | 15 | -8 | . | -0.6 | 67 | -0.13
O=C(O)CCSCC(=O)Nc1c(C(=O)C2CC2)oc2ccccc12 | -0.8 | 7 | -0.28 | 2 | 3 | 7 | -0.4 | 100 | 0.44
Cc1nnc(NC2(C(F)(F)F)C(=O)Nc3c2c(=O)n(C)c(=O)n3C)s1 (centres undefined) | -0.1 | 3 | 0.38 | -4 | 4 | -5 | 0.8 | 80 | 0.095
CCN(CC)CCCNc1nnc(C)c(=O)[nH]1 | -1.1 | 2 | 0.92 | 0 | -8 | 3 | -0.5 | 115 | 0.18
Cc1ccc(S(=O)(=O)NCCN=C(CN2CCOCC2)NS(=O)(=O)c2ccc(C)cc2)cc1 | -0.2 | 23 | -0.53 | -11 | -6 | 4 | 0.4 | 99 | 0.33
Cc1cc(NC(=O)c2cc3n(n2)C(C(F)(F)F)CC(c2ccc(Cl)c(Cl)c2)N3)no1 (centres undefined) | -0.6 | 6 | 0.36 | -2 | 22 | -2 | -0.2 | 84 | 0.4
c1cc(CNc2ccc3c(c2)OCO3)ccn1 | 0.5 | 10 | -2.3 | 9 | 36 | 0 | -1.1 | 126 | 0.37
CCCCOCCCNC(=O)N[C@@H](CC(C)C)C(=O)O | -0.8 | 9 | 0.26 | 5 | -10 | 0 | 0.6 | 87 | 0.23
Cn1c(O)c(C=Nc2ccc(Cc3ccncc3)cc2)c(=O)n(C)c1=O | -4.2 | . | 0.51 | 6 | 2 | . | -0.3 | 76 | -0.042
O=C(COc1ccc(Cl)cc1Cl)Nc1ccccn1 | -0.1 | -32 | -0.89 | 5 | . | 7 | 0.3 | 103 | -0.19
O=C(O)CCCC(=O)NCCCCc1ccccc1 | -1.8 | 14 | 1.1 | 0 | -13 | 0 | 0.5 | 126 | -0.098
CCOC(=O)N1CCN(C(c2ccc(F)cc2)c2sc3nc(C)nn3c2O)CC1 (centres undefined) | -0.7 | 0 | -0.52 | 7 | -3 | -6 | 0.3 | 85 | 0.16
Carrying on.
SMILES | S1P3 ag | HEK293 NFkB inh | M1 ag | HTR1E antagonist | S1P1 ag-PAM | Jurkat viability | 5HT1E ag | Her2 expr inh | M1 antagonist
Cc1cc(C(=O)CSc2nc(N)cc(N)n2)c(C)n1CCc1ccc(F)cc1 | 0.0 | 13 | 1.9 | 4 | 31 | 12 | -0.1 | 74 | 0.46
Nc1nncn1C(=O)CCc1ccccc1 | -0.7 | 15 | . | -2 | -22 | 0 | -0.3 | 105 | .
O=C(CSc1nc2ccccc2o1)Nc1ccccc1N1CCCCCC1 | 0.2 | 6 | -1.2 | 12 | 9 | 9 | -0.5 | 94 | -0.39
Cc1cc(CN2CCOCC2)c(O)c(C2(C)CCCCC2)c1 | -0.1 | -2 | 1.2 | -1 | 1 | 3 | -0.1 | 117 | 1.4
CCOC(=O)c1cnn2c(C)cc(-c3ccc(F)cc3)nc12 | -2.0 | -6 | -0.83 | 4 | -35 | -3 | -0.1 | 123 | 0.81
COc1ccc(Cl)cc1-n1c(C)cc(C(=O)O)c1C | -0.7 | 21 | -0.041 | 4 | -23 | 2 | -0.3 | 122 | -0.38
CCc1c(C(=O)NCc2ccc3c(c2)OCO3)[nH]c(C)c1C(C)=O | -1.0 | 4 | 0.43 | -6 | -31 | 5 | -1.0 | 86 | 1.7
O=S1(=O)CCC(NS(=O)(=O)/C=C/c2ccccc2)C1 (centres undefined) | 0.0 | 10 | -0.16 | 4 | 7 | -1 | -0.9 | 73 | 0.19
CCc1nnc2c3cnn(-c4ccccc4)c3ncn12 | -1.7 | 6 | -1 | 1 | -8 | 2 | 1.6 | 92 | -0.23
C=CCn1c(COc2ccc(CC)cc2)nnc1SCC(=O)N(C)C1CCS(=O)(=O)C1 (centres undefined) | 0.5 | 5 | 0.18 | -4 | 8 | 9 | -0.7 | 109 | 0.53
N#CCCN1CCN(S(=O)(=O)c2ccc(C#N)cc2)CC1 | -0.6 | 10 | 0.066 | -6 | -20 | -1 | -0.3 | 90 | 0.59
O=C1NC2(CCCCC2)Oc2ccccc21 | -1.5 | 23 | -0.5 | 1 | -3 | 3 | -0.4 | 101 | 0.16
CC1OC(Nc2ccc(OC(F)(F)F)cc2)C(O)C(O)C1O (centres undefined) | -0.7 | -3 | -0.026 | -3 | -12 | -3 | 0.4 | 118 | -1.1
O=C(O)c1ccc(C2CCCCC2)cn1 | 0.0 | . | -0.11 | 0 | 12 | . | -0.8 | 118 | 0.017
Cc1ccccc1-n1c(Cn2c(=O)sc3ccccc32)nnc1SCC(=O)Nc1nccs1 | -0.6 | -3 | 0.028 | -1 | 8 | 0 | -0.2 | 77 | 0.11
O=C1CC(N2CCC(O)(c3ccc(Cl)cc3)CC2)C(=O)N1 (centres undefined) | -0.3 | 6 | 1.2 | 1 | . | 0 | 0.0 | 95 | 0.49
O=C(COC(=O)CSCC(=O)N1CCCCC1)Nc1ccc(Cl)cc1 | 1.5 | -3 | 0.87 | -4 | 5 | -6 | -0.3 | 126 | -1.5
CCOCCCNC(=O)c1cc2sc(Cl)cc2n1CC | -0.6 | 21 | 0.59 | -5 | -9 | 2 | 0.2 | 78 | -0.17
O=C(CSc1nnc2ccccn12)NC(=O)NC1CCCCC1 | -0.1 | 7 | -0.15 | 1 | 0 | 0 | -0.8 | 36 | -0.093
N#Cc1c2n(c3c(=O)n(Cc4ccccc4Cl)cnc13)CCCCC2 | -1.0 | 18 | -0.093 | 2 | -6 | 0 | 0.6 | 79 | -0.25
Cc1csc(NC(=O)c2cccs2)n1 | -0.5 | -31 | 0.026 | -7 | . | -11 | 1.4 | 93 | 0.65
CCOc1ccc(S(=O)(=O)N(CC(=O)Nc2cc(C)on2)Cc2ccccc2Cl)cc1 | -0.6 | 18 | 0.98 | -1 | 5 | 11 | -0.3 | 104 | -0.75
Cc1cc(C)cc(OCC(=O)Nc2ccccc2C(=O)NCc2ccco2)c1 | -1.2 | 19 | -0.51 | 15 | 5 | 5 | 0.0 | 105 | -0.17
CCc1cc(C(=O)Cc2ccc(F)cc2)c(O)cc1O | 0.0 | 20 | 0.54 | -1 | 10 | 8 | -0.2 | 82 | -1.2
O=C(O)CCCC(=O)Nc1ccccc1Br | -0.8 | -3 | 0.25 | 5 | -5 | 2 | -0.5 | 88 | 1.3

4 of the compounds above, tab-delimited:
canonical_smiles	S1P3 ag	HEK293 NFkB inh	M1 ag	HTR1E antagonist	S1P1 ag-PAM	Jurkat viability	5HT1E ag	Her2 expr inh	M1 antagonist
CCN(CC)CCCC(C)NC1=NCCCCC1 (centres undefined)	0.2	20	-0.16	0	-2	1	0.2	104	0.31
O=C1CCC(C(=O)OCC(=O)C23CC4CC(CC(C4)C2)C3)N1 (centres undefined)	-1.0	17	0.05	-2	16	5	-0.4	98	-0.37
Cc1csc(NC(=O)c2cccs2)n1	-0.5	-31	0.026	-7	.	-11	1.4	93	0.65
CCc1cc(C(=O)Cc2ccc(F)cc2)c(O)cc1O	0.0	20	0.54	-1	10	8	-0.2	82	-1.2

Following part
SMILES | S1P3 ag | HEK293 NFkB inh | M1 ag | HTR1E antagonist | S1P1 ag-PAM | Jurkat viability | 5HT1E ag | Her2 expr inh | M1 antagonist
O=C(OCCCN1CCCCC1)c1ccc(O)cc1 | 0.4 | -1 | 0.36 | 0 | -4 | -4 | -0.1 | 118 | 0.49
CC1(C)CCCC2=C1CC1C(=O)N(O)C(=O)C1C2 (centres undefined) | 0.4 | 1 | -0.036 | 7 | -16 | -2 | -1.0 | 122 | 0.74
CCCCN(CC)CCNC(=O)Cn1cnc2sc(C)c(S(=O)(=O)N3CCOCC3)c2c1=O | . | 10 | 0.53 | -3 | . | . | 0.8 | 111 | 0.13
CCc1ccc(NC(=O)c2ccc3c(c2)C(=O)N(Cc2ccco2)C3=O)cc1 | -0.7 | 6 | -0.46 | 9 | 10 | 8 | 1.0 | 77 | -0.74
Cc1ccsc1-c1nc(CSCC(=O)NCCN2CCCC2)c(C)o1 | -0.9 | 13 | 0.39 | 21 | 12 | 6 | -1.3 | 96 | -4.4*
CN(C)CCNc1nc2c(c(=O)[nH]c(=O)n2C)n1CC(O)COc1ccc(Cl)cc1Cl (centres undefined) | -1.0 | 9 | 4.2* | 12 | 12 | 10 | -0.8 | 90 | 0.016
